Screens: PubChem BioAssay, Sanford-Burnham Center for Chemical Genomics
Gli-Sufu antag = Gli-Sufu pathway antagonists, primary screen, luciferase luminescence, Sufu-KO-LIGHT cells, uHTS | Sufu-KO-LIGHT fibroblasts, Gli luciferase reporter luminescence | inhibition, % at 5 µM | 340,000 compounds, 0.74% hits | AID 588413, 2011;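 active = inhibition above about 55%, limit read from the data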;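 also: 0% = DMSO-treated cells and 100% = wells with medium but no cells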
APJ antag = antagonists of human apelin receptor APJ, primary screen, CHO-K1 cells, beta-arrestin complementation, luminescence | 330,000 compounds, 0.32% hits | AID 2521, 2010 | inhibition, % at 20 µM | P35414;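 active = inhibition above about 40% at 20 µM, limit read from the data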;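 also: cells challenged with 10 nM apelin-13 agonist together with compound; plate controls were apelin-13 plus DMSO wells for no effect and DMSO wells lacking apelin-13 for full effect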
UBC13 polyUb = UBC13 polyubiquitin chain formation inhibitors, primary screen, biochemical, TR-FRET, uHTS. 330,000 compounds, 0.47% hits. inhibition, % at 20 µM. AID 485273, 2010. Ubiquitin-conjugating enzyme E2 N (Homo sapiens), P61088; in the data active = inhibition above about 45%, passing the limit was not always enough
Target sequence (P61088 whole entry, looked up): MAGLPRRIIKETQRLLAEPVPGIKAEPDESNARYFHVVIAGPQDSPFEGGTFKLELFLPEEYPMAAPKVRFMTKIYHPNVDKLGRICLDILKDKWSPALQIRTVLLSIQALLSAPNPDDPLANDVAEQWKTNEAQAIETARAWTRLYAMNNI
CCR6 antagonist = CCR6 receptor antagonists, primary screen, cell-based, CHO-K1, luminescence, beta-arrestin, uHTS. CHO-K1 CCR6 PathHunter beta-arrestin, CCL20-stimulated. inhibition, % at 20 µM. 340,000 compounds, 0.49% hits;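 active = compounds whose inhibition of the agonist-driven luminescence signal at 20 µM reaches about 50%, limit read from the data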;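 also: cells stimulated with CCL20 at 14 nM final; plate controls were DMSO with CCL20 for no effect and DMSO without agonist for full effect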
CXCR6 inh = CXCR6 receptor inhibitors, primary screen, cell-based, beta-arrestin, luminescence, CHO-K1 PathHunter, 1536-well; C-X-C chemokine receptor type 6 (Homo sapiens), O00574; inhibition, % at 20 µM; 360,000 compounds, 0.36% hits; AID 602244, 2012; in the data active = inhibition above about 34%, passing the limit was not always enough;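 also: antagonist mode with CXCL16 agonist at 10 nM final; 0% = 10 nM CXCL16 with DMSO and 100% = unstimulated wells without agonist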
Target sequence (O00574 whole entry, looked up): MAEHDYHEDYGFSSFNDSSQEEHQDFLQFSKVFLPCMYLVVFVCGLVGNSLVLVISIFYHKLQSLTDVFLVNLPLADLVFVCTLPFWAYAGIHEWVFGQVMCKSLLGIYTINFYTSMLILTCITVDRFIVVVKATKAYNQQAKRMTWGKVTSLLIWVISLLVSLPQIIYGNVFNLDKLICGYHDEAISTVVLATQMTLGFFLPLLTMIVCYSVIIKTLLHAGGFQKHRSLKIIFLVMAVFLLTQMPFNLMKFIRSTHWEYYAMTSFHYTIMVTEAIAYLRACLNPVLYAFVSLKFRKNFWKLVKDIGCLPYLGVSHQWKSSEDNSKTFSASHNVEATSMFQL
ATG4B inhibitor = ATG4B protease inhibitors, primary screen, biochemical, fluorescence, uHTS; Cysteine protease ATG4B (Homo sapiens), Q9Y4P1; ATG4B cleavage of LC3-PLA2, NBD-HPC fluorescence, 1 h; inhibition, % at 8.33 µM; 340,000 compounds, 0.51% hits; AID 504462, 2011; in the data active = inhibition above about 40%
APJ ag = agonists of human apelin receptor APJ, primary screen, CHO-K1 cells, PathHunter beta-arrestin, luminescence | AID 2520, 2010 | 330,000 compounds, 0.11% hits | activation, % at 20 µM | 0% DMSO wells, 100% apelin | P35414;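 active = activation more than six SD over the plate average, tested at 20 µM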;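 also: 0% = DMSO alone and 100% = apelin-13 at 10 nM; some results filed as inactive read as strong as hits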
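system = engineered CHO-K1 APJ arrestin reporter cells | input = 1000 cells per well | timing = overnight seeding, 90 min compound at 25 °C, 1 h detection | measured by = enzyme-fragment complementation luminescence | read-out = beta-arrestin recruitment to APJ as agonist activity, luminescent signal | control set = negative DMSO alone, positive Apelin-13 at 10 nM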
EBI2 antag = EBI2 receptor antagonists, beta-arrestin recruitment, primary screen, cell-based, luminescence, 7a,25-OHC stimulation, uHTS | AID 651636, 2012 | 360,000 compounds, 0.81% hits | 7a,25-OHC stimulated | G-protein coupled receptor 183 (Homo sapiens), P32249 | inhibition, % at 5 µM; in the data active = inhibition above about 38%;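 also: enzyme fragment complementation signal reports receptor beta-arrestin coupling in cells; 0% = agonist plus DMSO wells and 100% = wells without agonist; some results beyond the cut were filed as inactive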
Target sequence (P32249 whole entry, looked up, the tested form may be a part): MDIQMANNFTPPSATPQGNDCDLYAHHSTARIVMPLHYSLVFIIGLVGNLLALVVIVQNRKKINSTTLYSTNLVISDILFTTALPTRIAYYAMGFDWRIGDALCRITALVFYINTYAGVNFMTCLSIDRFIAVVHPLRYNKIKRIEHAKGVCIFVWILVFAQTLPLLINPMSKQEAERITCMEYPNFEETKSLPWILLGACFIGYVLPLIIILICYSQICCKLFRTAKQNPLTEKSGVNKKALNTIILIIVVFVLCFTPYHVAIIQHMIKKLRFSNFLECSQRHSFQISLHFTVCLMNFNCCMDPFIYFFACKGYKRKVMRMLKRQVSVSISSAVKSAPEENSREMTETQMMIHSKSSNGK
* hit, by the source's call; / = not tested or not shown.

Results follow in this order: ATG4B inhibitor | EBI2 antag | CXCR6 inh | APJ ag | Gli-Sufu antag | UBC13 polyUb | CCR6 antagonist | APJ antag
- CCOc1ccc(N(CC(=O)Nc2cc(Cl)ccc2C)S(C)(=O)=O)cc1
→ -6 | 2 | -1 | 3 | 0 | 1 | 1 | 0
- CC(C)c1ccc(C2C3=C(CC(C)(C)CC3=O)NC3=C2C(=O)c2ccccc23)cc1 (centres undefined)
→ 7 | 20 | 25 | -1 | 14 | -36 | 39 | 20
- CCCCN(C(=O)CCn1c(=O)oc2ccccc21)c1ccccc1
→ -3 | -1 | 4 | 0 | 25 | 4 | 5 | 25
- Oc1[nH]c2ccccc2c1C1=NCCCCC1
→ -3 | -1 | -5 | 3 | -1 | -7 | 9 | -26
- CN1CCC(N(C)C(=O)c2cc(S(=O)(=O)N3CCOCC3)ccc2Cl)CC1
→ -7 | -15 | -1 | -1 | 4 | 7 | 7 | 3
- O=C(N/N=C/c1ccc(-c2cccc(C(F)(F)F)c2)o1)c1ccccc1Br
→ -25 | 12 | -5 | -5 | 5 | -14 | 21 | 5
- NC(=O)C1CCN(C(=S)NCCc2ccccc2)CC1
→ 1 | 6 | 1 | -2 | -2 | -3 | 1 | 1
- CCCCNC(=O)c1onc(CSc2ccccc2CC)c1C(=O)O
→ -5 | -1 | -2 | -4 | 17 | -8 | -5 | 17
- COc1ccc(NS(=O)(=O)c2ccc(C)cc2)c([N+](=O)[O-])c1
→ 0 | 7 | 14 | 0 | 2 | -12 | 28 | 1
- CCOc1cc(/C=C/C(=O)O)ccc1OCCOc1ccccc1
→ -2 | 1 | -13 | -3 | -8 | -2 | -9 | 3
- N#CCc1nn2c3c(cnc2c1C#N)C(=O)CCC3
→ -5 | 1 | -8 | 1 | 0 | -18 | -6 | -37
- COc1ccccc1CNC(=O)CCCc1nnc2n(C)c(=O)c3sccc3n12
→ 1 | -11 | 0 | 2 | 4 | -11 | -9 | 1
- CC(=O)c1c(C)[nH]c(C(=O)OCC(=O)N2CCCC2=O)c1C
→ 4 | -5 | 5 | -4 | 0 | 6 | 1 | -2
- CCOc1ccccc1N1CCN(C(=O)C(F)(F)F)CC1
→ -8 | -3 | -5 | 0 | -19 | 6 | 11 | 1
- CCOP(=O)(/C(C#N)=C(\C)O)c1ccccc1 (centres undefined)
→ -3 | -9 | -16 | 2 | -1 | 8 | -3 | -1
- COc1ccc(/C(C)=N/NC(=O)c2sccc2-n2cccc2)cc1
→ 6 | 9 | 14 | -4 | -6 | 13 | 4 | 7
- COc1cccc2c(SCC(=O)N/N=C/c3ccc(O)cc3O)cc(C)nc12
→ -1 | 6 | 3 | -1 | 1 | 35 | 1 | -16
- CCn1c2ccccc2c2cc(NC(=O)COC(=O)c3cc(S(=O)(=O)N4CCCCC4)ccc3Cl)ccc21
→ -11 | -14 | -1 | -1 | 0 | -8 | 17 | -10
- c1ccc(-n2ncc3c(NCc4ccco4)ncnc32)cc1
→ -5 | 7 | 6 | 5 | -29 | 5 | -1 | -5
- O=C(CNc1cccc(S(=O)(=O)N2CCCC2)c1)Nc1ccc(F)c(F)c1
→ -11 | 6 | 2 | 1 | -1 | -4 | 12 | 4
- CCCOc1ccc(C(=O)CCC(=O)OC(C)C(=O)Nc2ccc(NC(C)=O)cc2)cc1 (centres undefined)
→ -3 | 1 | -2 | 17 | -12 | 2 | 14 | -1
- COc1ccc(N(C(=O)c2ccco2)C(C(=O)NC2CCCC2)c2cccs2)cc1OC (centres undefined)
→ -6 | -4 | 5 | -1 | -7 | 2 | -2 | -9
- CCc1ccc(C(=O)NC(CCSC)C(=O)OC)cc1 (centres undefined)
→ -6 | -2 | -2 | -1 | -3 | -2 | 7 | 1
- CC(NC(=O)C12CC3CC(CC(C3)C1)C2)C(=O)N/N=C/C1=C(N2CCOCC2)C(=C\c2ccccc2)/CC1 (centres undefined)
→ -3 | 32 | 11 | 0 | 6 | -15 | 3 | 6
- CCC1CN(C(=O)N2CCC(C(=O)NCc3ccccc3OC)CC2)c2ccccc2O1 (centres undefined)
→ -3 | 3 | 1 | -1 | 47 | 2 | 15 | -32
- Cc1ccc(N)c2c1OCCC2=O
→ 3 | -3 | -5 | 0 | 10 | -5 | -3 | -8
- CCCCNC(=O)N1CCN(C(=O)C2CCCO2)CC1 (centres undefined)
→ -4 | -5 | 3 | -3 | -1 | 1 | 4 | 0
- Cc1noc(C)c1COc1cccc(C(=O)N(C)Cc2cccs2)c1
→ -7 | -7 | 2 | -1 | 1 | 7 | 18 | 4
- COc1ccc(Br)cc1/C(C)=N/NC1=NCCN1
→ -3 | -1 | -7 | -5 | 26 | 9 | -1 | -1
- Cc1cc(NC(=O)CSCCc2ccncc2)no1
→ -5 | 3 | -5 | -3 | 3 | 2 | 0 | -3

The final three records of the part above are carried over, then new ones follow.
Results follow in this order: ATG4B inhibitor | EBI2 antag | CXCR6 inh | APJ ag | Gli-Sufu antag | UBC13 polyUb | CCR6 antagonist | APJ antag
- Cc1noc(C)c1COc1cccc(C(=O)N(C)Cc2cccs2)c1
→ -7 | -7 | 2 | -1 | 1 | 7 | 18 | 4
- COc1ccc(Br)cc1/C(C)=N/NC1=NCCN1
→ -3 | -1 | -7 | -5 | 26 | 9 | -1 | -1
- Cc1cc(NC(=O)CSCCc2ccncc2)no1
→ -5 | 3 | -5 | -3 | 3 | 2 | 0 | -3
- OCC#Cc1ncc(C(F)(F)F)cc1Cl
→ 6 | -7 | 2 | -1 | / | 20 | -2 | -8
- O=C(Sc1cccc2cccnc12)c1ccccc1Br
→ / | 49* | 35 | -5 | / | -25 | / | 52*
- COc1ccccc1/C=N\N=C(\N)c1ccccn1
→ -6 | 1 | -1 | -2 | -77 | -27 | 2 | -7
- CCc1nc2ccccc2nc1N1CCN(S(=O)(=O)c2ccc(Cl)cc2)CC1
→ 5 | 17 | 2 | -5 | 10 | 12 | 12 | 7
- O=C(N/N=C/C=C/c1ccccc1)C(O)c1ccccc1 (centres undefined)
→ -2 | -9 | 5 | 0 | -13 | -5 | 0 | -24
- CCNC(=O)CN(CCc1ccccc1)S(C)(=O)=O
→ -2 | -2 | -14 | -4 | -4 | 3 | 15 | 3
- CC(C)C(=O)Nc1cccc(-c2cn3ccsc3n2)c1
→ 1 | -3 | -3 | -2 | -1 | 4 | -6 | 18
- CCc1cc(-c2[nH]ncc2-c2nc3ccccc3n2C)c(O)cc1O
→ 0 | -8 | -3 | -5 | 16 | 11 | -4 | -5
- COc1cc(Br)c(CNc2cc(C)ccc2C)cc1OC
→ 11 | -5 | -3 | 0 | 11 | 6 | 21 | -4
- COc1c(C(=O)Nc2ccc(CN3CCOCC3)cc2)cc2ccccc2c1Br
→ -13 | -4 | -12 | -2 | 5 | 3 | 5 | -15
- CN(CC(=O)Nc1nc2ccccc2s1)S(=O)(=O)c1ccc(Cl)cc1
→ -7 | 30 | -2 | -3 | -3 | 14 | 3 | 9
- CCOc1ccc(Nc2ncnc3c2cnn3-c2ccccc2)cc1
→ -3 | 15 | 3 | -2 | -66 | 2 | -7 | -67
- CCC(C(=O)Nc1sc(C(N)=O)c(C)c1C(=O)OC)c1ccccc1 (centres undefined)
→ 4 | 21 | 14 | -2 | 15 | 14 | 2 | 18
- CC#CCN1C(=O)N[C@@H](c2ccccc2)C(C(=O)OC)=C1C
→ -6 | -7 | 8 | -2 | -6 | 2 | 7 | -9
- Cc1cc(N2CCN(C(=O)Nc3ccc(F)cc3F)CC2)c2ccccc2n1
→ 0 | 0 | -8 | -4 | 16 | 7 | -2 | 7
- CC(C)C[C@H](NC(=O)N1CCn2c1nc1ccccc12)C(=O)NCc1ccccc1
→ -11 | -5 | 7 | 0 | 3 | 9 | 17 | -6
- N#Cc1ccccc1S(=O)(=O)Nc1ccc2c(c1)OCCO2
→ -5 | 9 | 0 | 1 | 14 | 4 | 5 | -18
- N#C/C(=C\c1c[nH]c2ccccc12)C(=O)NCC1CCCO1 (centres undefined)
→ 1 | 0 | -7 | -3 | -3 | -8 | 4 | -7
- COc1ccc(Br)cc1CN(C)C(C)C(=O)Nc1cc([N+](=O)[O-])ccc1OC (centres undefined)
→ -1 | 40* | 7 | -5 | / | 11 | 7 | 4
- C=CCn1c(=S)[nH]c2sc3c(c2c1=O)CCC3
→ 7 | -2 | 6 | / | -5 | / | 9 | /
- O=C(NCc1ccccc1)C1CCCN(S(=O)(=O)c2cccs2)C1 (centres undefined)
→ 8 | -4 | 8 | -5 | -23 | -2 | 1 | -9
- CC(C)(C)SCCNC(=O)COc1ccccc1
→ -3 | 6 | 3 | 1 | -10 | -4 | 3 | -9
- N=c1c2ccccc2nc2n1CCCCCCCCCCC2
→ -4 | 12 | -14 | -3 | 25 | 23 | 14 | 27
- O=C1NC[C@H](c2ccccc2)N(CCC23CC4CC(CC(C4)C2)C3)C1=O
→ 0 | 1 | 2 | 0 | 3 | -5 | 12 | 2
- COc1ccc(CNC(=O)Cn2nc(C(F)(F)F)c3c2CCC3)cc1
→ 6 | 0 | -1 | -3 | 9 | -1 | 2 | 1
- CN1C(=O)NC(c2ccccc2Cl)C2=C1CC(C)(C)CC2=O (centres undefined)
→ -1 | 0 | -2 | -2 | 9 | 0 | -2 | -42
- COc1ccccc1/C=C/CN1CCSCC1
→ -4 | 0 | 0 | -3 | -26 | -3 | -6 | 9
- COc1ccc(S(=O)(=O)N2CCCOC2CNC(=O)C(=O)NCc2ccco2)cc1 (centres undefined)
→ -10 | -9 | -20 | -2 | -5 | -6 | 4 | 5

Record cards, as listed above. Order of values: ATG4B inhibitor | EBI2 antag | CXCR6 inh | APJ ag | Gli-Sufu antag | UBC13 polyUb | CCR6 antagonist | APJ antag
Listed for `CCc1nc2ccccc2nc1N1CCN(S(=O)(=O)c2ccc(Cl)cc2)CC1` → 5 | 17 | 2 | -5 | 10 | 12 | 12 | 7
Listed for `CCNC(=O)CN(CCc1ccccc1)S(C)(=O)=O` → -2 | -2 | -14 | -4 | -4 | 3 | 15 | 3

Marked active in EBI2 antag, among the entries above:
SMILES,ATG4B inhibitor,EBI2 antag,CXCR6 inh,UBC13 polyUb,CCR6 antagonist,APJ antag
O=C(Sc1cccc2cccnc12)c1ccccc1Br,/,49*,35,-25,/,52*
COc1ccc(Br)cc1CN(C)C(C)C(=O)Nc1cc([N+](=O)[O-])ccc1OC (centres undefined),-1,40*,7,11,7,4
